# JMJD2E inh: inhibitors of human JMJD2E histone demethylase; JMJD2E catalytic domain, FDH-coupled NADH fluorescence (FDH is formaldehyde dehydrogenase); AID 2147; actives 1.6% (n = 230,000); B2RXH2; Potency, µM (top dose mostly 57.1 µM), for the others: at the highest dose activity change, negative = inhibition, usual class: inhibitors; active means well fitted inhibition curve with a large enough effect, not every such curve was filed as active; inconclusive means small, poorly fitted or top-dose-only effect, or another doubt; inactive means no such curve, though single readings can be large or run the other way;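 further: 0% = wells with enzyme and -100% = buffer wells without enzyme; nearly all actives have a fitted effect of over 50% in size; many of its hits are not listed in these tables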
# Target sequence (B2RXH2 1-337 limits assumed): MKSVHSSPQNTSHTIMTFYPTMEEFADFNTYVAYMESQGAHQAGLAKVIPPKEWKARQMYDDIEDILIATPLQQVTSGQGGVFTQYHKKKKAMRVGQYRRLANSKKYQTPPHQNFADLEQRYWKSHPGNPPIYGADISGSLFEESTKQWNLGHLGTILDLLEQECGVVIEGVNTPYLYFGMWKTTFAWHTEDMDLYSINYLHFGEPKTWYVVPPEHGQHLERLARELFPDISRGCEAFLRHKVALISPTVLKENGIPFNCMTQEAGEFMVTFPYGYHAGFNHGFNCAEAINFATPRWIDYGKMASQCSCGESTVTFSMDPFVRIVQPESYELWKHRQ
# GAA glycogen mod: alters human alpha-glucosidase cleavage of glycogen. AID 2100. Potency, µM (series often up to 76.4 µM), without a hit: top-dose activity change, negative = inhibition, hits mostly inhibitors. recombinant GAA, glycogen substrate, Amplex Red glucose oxidase fluorescence. P10253. actives 0.38% (n = 300,000);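 further: 0% = full enzyme reaction and -100% = no-enzyme basal signal; the screen sought inhibitors and activators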
#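 Recombinant human enzyme (4 nM); glycogen substrate; 37 C, 40 min, pH 5.0. Readout: coupled glucose oxidase/Amplex Red fluorescence.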
# GLA spleen mod: alpha-galactosidase A (human) modulation; Potency, µM (titrated, usually from 80 µM), for the others: at the top dose activity change, negative = inhibition, hits mostly inhibitors; actives 0.008% (n = 240,000); AID 2107; human spleen homogenate, 4MU-alpha-Gal fluorescence, 40 min;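 further: 0% = enzyme with vehicle and -100% = no enzyme basal signal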
#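 Fluorogenic readout (Ex 365/Em 440 nm) of 4-methylumbelliferone released from 1 mM 4-MU-alpha-galactoside by spleen homogenate, 40 min at 37C, pH 5.0. Data normalized to no-enzyme and enzyme controls; Hill-equation AC50 from compound titrations.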
# GAA inhib: inhibitors of human lysosomal alpha-glucosidase | Potency, µM (titrated, usually from 76.9 µM), for the others: at the highest dose activity change, negative = inhibition, actives largely listed as inhibitors | purified human GAA, 4-MU-alpha-glucoside fluorescence | actives 0.005% (n = 200,000) | P10253 | AID 1466;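 further: plate controls were uninhibited enzyme wells for no effect and no-enzyme background for full effect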
#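 Compounds are titrated up to 77 uM against 4 nM human enzyme. Substrate 4-methylumbelliferyl-alpha-D-pyranoside (400 uM) reacts 20 min at room temperature in pH 5.0 buffer; liberated 4-methylumbelliferone is read at 440 nm.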
# GoLoco inh red: blocks human Gai1 binding to RGS12 GoLoco peptide, red readout; P63096; Gai1:RGS12 GoLoco peptide FP, rhodamine, 10 min; Potency, µM (top dose mostly 61.6 µM), for the others: top-dose activity, negative = inhibition, actives largely listed as inhibitors; actives 0.44% (n = 230,000); AID 880; active means well fitted inhibition curve with a large enough effect, not every such curve was filed as active; inactive means no such curve, though single readings can be large or run the other way; further: on the % scale 0 is the no-effect control and ±100 the full control effect; nearly all actives have a fitted effect of over 30% in size; many of its hits are not listed in these tables
# SMN2 splice up: SMN2 splice variant enhancement; HEK293 SMN2-luciferase splicing reporter, luminescence, 30-36 h; Potency, µM (titrated, usually from 46.1 µM), inactives show at the top dose activity change, positive = activation, most hits filed as activators; actives 2.8% (n = 210,000); further: % of control where 0% means no effect; nearly all actives have a fitted effect of over 55% in size
#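 HEK293 cells carry an SMN2 minigene-luciferase reporter in which exon 7 inclusion puts luciferase in frame. Cells were seeded at 2000 cells/well, attached for 10-12 hours, then exposed to compounds for 30-36 hours at 37C before ONE-Glo luminescence.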
# ALDH1A1 block: ALDH1A1 (human) enzyme inhibition | P00352 | Purified ALDH1A1, NADH fluorescence, propionaldehyde substrate | Potency, µM (series often up to 75.3 µM), without a hit: top-dose activity, negative = inhibition, most hits filed as inhibitors | actives 7.3% (n = 220,000) | AID 1030; active means well fitted inhibition curve with a large enough effect, not every such curve was filed as active; inconclusive means small, poorly fitted or top-dose-only effect, or another doubt; inactive means no such curve, though single readings can be large or run the other way;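 further: plate controls were no enzyme wells and a reference inhibitor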
# Target sequence (P00352 whole entry, looked up): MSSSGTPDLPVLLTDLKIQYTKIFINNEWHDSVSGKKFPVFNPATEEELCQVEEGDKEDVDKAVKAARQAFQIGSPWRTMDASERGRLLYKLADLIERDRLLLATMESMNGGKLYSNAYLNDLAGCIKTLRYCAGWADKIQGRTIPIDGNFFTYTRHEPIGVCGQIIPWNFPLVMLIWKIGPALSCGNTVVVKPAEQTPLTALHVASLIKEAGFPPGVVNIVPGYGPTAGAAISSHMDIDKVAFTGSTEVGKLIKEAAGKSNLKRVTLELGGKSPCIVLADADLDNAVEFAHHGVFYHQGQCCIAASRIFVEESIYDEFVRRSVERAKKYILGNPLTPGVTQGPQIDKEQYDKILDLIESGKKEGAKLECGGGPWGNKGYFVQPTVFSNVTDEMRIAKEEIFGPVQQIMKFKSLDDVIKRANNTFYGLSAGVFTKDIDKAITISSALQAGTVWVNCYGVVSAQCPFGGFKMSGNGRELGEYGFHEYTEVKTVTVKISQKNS
# aGlu spleen mod: inhibits or activates alpha-glucosidase in human spleen homogenate; P10253; human spleen homogenate, 4-MU-alpha-glucoside fluorescence; Potency, µM (highest dose often 79.9 µM), for inactives: at the highest dose activity change, negative = inhibition, usual class: inhibitors; actives 0.006% (n = 240,000);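 further: 0% = enzyme with vehicle and -100% = no enzyme basal signal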
#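 Compounds were titrated against alpha-glucosidase in spleen homogenate at pH 5.0, with 1 mM 4-methylumbelliferyl substrate for 40 min at 37 C. Reactions were quenched with pH 10 NaOH/glycine and fluorescence measured.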
# * marks the source's active call; other numbers are inactive results; ? = inconclusive; . = not tested or not shown; & = joins results of further samples; [ ] = another dose, or the depositor's remark. Unless noted, the call rests on the fitted dose curve; in most records, active means well fitted curve in the direction sought with a large enough effect; inconclusive means small, poorly fitted or top-dose-only effect, or another doubt; inactive means no such curve, though single readings can be large; an effect the other way counts as inactive or inconclusive. Potency means the concentration at half of the fitted maximal effect. Some of the compounds tested. The share of hits here may be higher or lower than overall.
# Values run as follows: SMN2 splice up	GoLoco inh red	GLA spleen mod	aGlu spleen mod	GAA inhib	GAA glycogen mod	JMJD2E inh	ALDH1A1 block
> O=C(Cc1ccccc1)NNC(=O)c1cccs1
    -3.3%	5.6%	-2.3%	-16.4%	-3.1%	-7.0%	3.5%	5.7%
> Cc1cc(Cl)ccc1OCC(=O)Nc1ccccc1N1CCOCC1
    -40.9%[inhibitor]	-1.7%	-3.1%	-6.0%	-9.0%	-1.7%	-7.7%	-8.8%
> COc1ccccc1NC(=O)Nc1ccccc1Br
    .	4.4%	0.7%	0.2%	0.9%	-1.2%	-1.0%	5.6%
> O=C(NC1CCCCC1)c1ccccc1NC(=O)C1CC(=O)N(c2ccc(Cl)cc2)C1 (stereo not given)
    -40.3%[inhibitor]	-0.6%	11.0%	11.9%	2.6%	-11.4%	-6.3%	-1.7%
> c1ccc(-c2noc(CC3CCCCC3)n2)nc1
    .	-0.8%	8.1%	3.4%	-8.8%	-3.8%	9.7%	-7.8%
> COc1cc(NC(=O)C2CCCN2C(=O)C2CCC(C)CC2)cc(OC)c1OC (stereo not given)
    -20.7%	-22.2%	4.4%	8.9%	0.9%	3.6%	-8.3%	-4.5%
> O=C(c1ccccc1)c1ccc2nc[nH]c2c1
    ?	-4.5%	1.2%	-2.8%	-7.0%	3.4%	?	?
> O=C1c2cccnc2C(O)N1C1CCCCC1 (stereo not given)
    -7.8%	1.6%	4.9%	-6.7%	-15.8%	6.6%	-2.0%	9.0%
> COc1ccc2nc(C)cc(Nc3ccccc3O)c2c1
    .	18.8%	-15.4%	-8.8%	10.4%	-26.2%	-7.9%	3.4%
> CCCCCCCCNC(=O)c1cccnc1SCC(=O)Nc1ccccc1OC
    -20.8%	-8.7%	-4.1%	-7.2%	2.9%	-4.0%	-2.6%	3.0%
> CC12CN3CC(C)(CN(C1)C3c1ccccc1)C2O (stereo not given)
    .	18.1%	-0.6%	-4.9%	9.2%	11.3%	10.4%	-6.4%
> COCCNC(=S)N/N=C(\C)c1ccc(Cl)c(Cl)c1
    -5.1%	10.7%	6.2%	1.6%	-3.6%	-13.0%	5.9%	-2.1%
> COc1ccc(OC)c(N(CC(=O)Nc2ccc3c(c2)OCCO3)S(C)(=O)=O)c1
    -12.9%	7.3%	3.8%	4.1%	-5.2%	0.7%	1.5%	-4.8%
> Cc1ccc(Cc2cc(-c3ccc(C)cc3)n[nH]c2=O)cc1
    .	3.7%	-4.4%	2.5%	.	-5.6%	-8.3%	.
> Cc1cc(C)c(C)c(OCCOCCN2CCOCC2)c1
    2.4%	-4.4%	2.9%	9.2%	9.3%	0.6%	5.2%	16.3%
> CC1CC(C)CN(CC(=O)N2c3ccccc3CCc3ccccc32)C1 (stereo not given)
    -20.5%	-13.7%	-10.9%	-15.6%	-14.0%	8.8%	?	-14.7%
> C/C(CCc1ccccc1)=N\NC(=O)C(=O)Nc1cccc(Cl)c1
    -4.0%	9.7%	1.2%	6.1%	3.2%	-3.3%	51.1%[activator]	-1.4%
> Cc1ccc2c(c1)C(C)(C)[C@]1(C)NC(=O)CCN21
    -11.3%	-123.2%	-11.2%	4.4%	-3.9%	-6.2%	?	39.8µM*
> COC(=O)[C@@]1(Cc2ccccc2)[C@H]2c3cc(C(=O)N4CCCC4)n(Cc4cccc5ccccc45)c3C[C@H]2CN1C(=O)c1ccccc1
    -29.8%	9.3%	-1.7%	8.1%	.	.	4.7%	0.0%
> CC(CC(=O)O)n1nnc2ccccc21 (stereo not given)
    .	3.9%	1.0%	1.3%	.	3.3%	-10.0%	.
> CS(=O)(=O)Nc1ccc(S(=O)(=O)Nc2nccs2)cc1
    -6.7%	-0.2%	6.6%	-4.8%	-3.0%	-0.2%	-0.2%	-5.2%
> CN(C)c1ccc(-c2nccc(Nc3ccc(F)cc3)n2)cc1
    .	4.1%	12.7%	4.7%	.	.	.	?
> COc1ccc(C(CCNCc2ccc(N(C)C)cc2)C(C)C)cc1 (stereo not given)
    .	-2.3%	4.6%	-3.4%	-3.9%	-21.8%	-19.9%	?
> CCOC(=O)c1cc(=O)c2ccc(OCC(=O)Nc3ccc(F)cc3)cc2o1
    .	15.7%	-7.1%	4.4%	.	3.8%	-1.3%	.
> O=C(NC(Cc1ccccc1)c1nc2ccccc2[nH]1)C1CC(=O)N(c2ccc3c(c2)OCCO3)C1 (stereo not given)
    0.4%	-9.0%	?	-7.1%	-4.6%	-5.3%	-6.2%	10µM*
> CN(CC(=O)Nc1ccc(S(N)(=O)=O)cc1)c1ccccc1
    6.8%	5.1%	-5.0%	-3.3%	-1.0%	-9.4%	4.6%	4.1%
> O=C(CN1CCCC1)N1c2ccccc2C=Cc2ccccc21
    -2.2%	56.7%[activator]	-4.6%	-0.3%	8.7%	5.5%	7.3%	4.8%
> COc1ccc(NC(=O)/C(C#N)=C/c2ncc([N+](=O)[O-])n2C)c(OC)c1
    .	6.4%	-1.9%	-20.1%	.	3.1%	-5.2%	.
> CN(NC(=O)c1ccccc1Cl)c1ncc(C(F)(F)F)cc1Cl
    .	-5.8%	2.2%	2.5%	-8.1%	4.9%	-12.4%	3.0%
> COc1ccc(Cl)c(NCCC(=O)O)c1
    1.6%	7.9%	-8.2%	-0.1%	0.2%	3.0%	-0.5%	5.3%
> COc1cccc(-c2nc(NCc3cccs3)c3ccccc3n2)c1
    .	2.7%	1.0%	2.7%	.	.	.	-5.9%
> O=C(CNCCO)N1CCc2ccccc21
    -3.7%	-0.8%	10.4%	4.2%	3.4%	4.0%	21.6%	4.4%
> COc1cc(/C=C(/C#N)c2nc3ccccc3[nH]2)ccc1OCC(=O)Nc1ccccc1C
    -9.8%	7.7%	-13.9%	-11.6%	-12.9%	-3.4%	4.4%	1.6%
> OCC(O)C(O)C(O)C(O)CO (stereo not given)
    .	5.6%&-3.3%	-3.3%&9.7%	0.4%&-3.6%	.	.	.	13.6%
> CN(C)c1ccc(/C=N/O)cc1
    27.3%	-1.6%	5.8%	-20.9%	-5.0%	12.7%	-5.7%	-1.2%
> O=C(CSc1nc2ccc([N+](=O)[O-])cc2[nH]1)NC1CCCCCC1
    .	.	-0.6%	-5.5%	-3.8%	13.0%	-0.3%	?
> O=C(N[C@@H](c1ccccc1)[C@@H]1C[C@H]1C(=O)NCc1ccccn1)OCc1ccccc1
    -12.7%&-8.7%	2.3%&12.2%	-7.8%&9.0%	0.0%&7.5%	4.2%	9.0%	-17.7%&-8.4%	?
> CNCCC(Oc1ccccc1C)c1ccccc1 (stereo not given)
    -20.1%	-20.8%	24.3%	0.1%	.	.	11.6%	-12.6%
> COc1ccc(CCNC(=O)Cn2ccc3c(OC)cccc3c2=O)cc1OC
    .	4.0%	-1.4%	2.4%	.	8.7%	-11.3%	.
> CC12CCC(C1)C(C)(C)C2OC(=O)c1ccccc1C(=O)O (stereo not given)
    .	1.1%	-16.1%	-2.3%	.	10.6%	0.7%	.
> COc1ccc(N2C(=O)C(Cl)=C(Nc3ccc(OC)cc3OC)C2=O)cc1
    -52.2%[inhibitor]	1.1%	-7.2%	1.9%	-2.3%	4.5%	-2.9%	5.6%
> Cc1cccc(NC(=O)COc2ccc(Br)cc2)n1
    -9.7%	-0.5%	15.7%	-8.7%	-17.5%	0.4%	4.7%	-10.3%
> COc1cccc(NC(=O)N2CCCC2C(=O)NCc2ccccc2F)c1 (stereo not given)
    .	-12.8%	-9.3%	-6.5%	-5.5%	-1.1%	-2.0%	-0.8%
> CCOc1ccccc1C(=O)Nn1c(C2CCC2)nc2ccccc2c1=O
    ?	-0.3%	7.1%	-0.3%	-6.1%	3.8%	-1.1%	-4.5%
> Cc1ccccc1C(=O)Nc1ccccc1
    .	-5.4%	1.5%	-13.7%	11.7%	0.2%	5.1%	-5.7%
> CC1CCC(C(C)C)C(OC(=O)C[n+]2cc(-c3ccc(Cl)cc3)n3c2CCCCC3)C1 (stereo not given)
    -22.4%	-4.1%	2.4%	-8.9%	2.2%	2.8%	10.2%	8.6%
> COC(=O)c1cc(NC(=O)c2cc(C(C)(C)C)nn2Cc2cccc(C)c2)ccc1N1CCOCC1
    .	0.8%	-1.0%	-5.2%	.	-6.2%	?	.
> FC(F)(F)c1cnc(N2CCC(=NOCc3ccc(Cl)cc3)CC2)c(Cl)c1
    -20.7%	-5.9%	-15.0%	-2.0%	-0.3%	-3.6%	3.6%	8.3%
> Cc1ccc(/C=C/C(=O)Nc2nccs2)o1
    11.2µM*	0.4%	1.9%	-2.0%	-2.3%	-0.1%	-27.1%	?
> C[C@@H]1C=C(C(=O)N2CCN(Cc3ccc4c(c3)OCO4)CC2)O[C@H](OCCCCO)C1
    .	-2.4%	6.0%	-0.9%	.	-13.0%	-3.2%	4.8%

# (listing goes on)
# Values run as follows: SMN2 splice up	GoLoco inh red	GLA spleen mod	aGlu spleen mod	GAA inhib	GAA glycogen mod	JMJD2E inh	ALDH1A1 block
> CC(Oc1cc(F)ccc1[N+](=O)[O-])C(=O)Nc1ccc(S(=O)(=O)N2CCCC2)cc1 (stereo not given)
    0.1%	5.0%	-1.7%	-18.8%	2.1%	-6.3%	0.4%	-14.1%
> O=C(NCCCCc1ccccc1)c1ccccc1
    .	-0.1%	6.8%	8.2%	-2.2%	-7.0%	4.2%	7.2%
> CC1(C)Cc2ccccc2C(N)=C1C#N
    21.0%	6.9%	9.5%	3.5%	1.8%	-0.7%	0.7%	?
> Cc1ccc(SCC(=O)NCCSCc2ccccc2)cc1
    3.9%	6.4%	3.7%	-8.0%	-2.2%	-5.2%	13.3%	-3.8%
> Cc1cc(C)c2c(-n3cccc3)nn(CC#N)c2n1
    -12.5%	10.8%	6.6%	-4.9%	-3.6%	-0.3%	-3.1%	10.8%
> COc1ccc(COc2ccccc2C(N)=O)cc1F
    17.5%	1.6%	-3.9%	1.8%	2.0%	2.1%	3.1%	1.9%
> CCCCCOc1ccc(Br)cc1/C(C)=N/NC1=NCCN1
    -33.3%[inhibitor]	-9.6%	-3.6%	-28.7%	-9.5%	-4.8%	-10.1%	9.1%
